Screening data as filed in PubChem BioAssay.
FUS yeast rescue – FUS proteinopathy suppression in yeast | S. cerevisiae FUS-expressing, growth rescue, OD600, 24 h | Potency, µM (doses to about 76.6 µM), without a hit: at the highest dose growth rescue (activation), most hits filed as activators | actives 0.24% (n = 390,000) | AID 1347120;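 note: potency is the fitted concentration of half-maximal effect; plate controls were DMSO vehicle for no effect and reference control for full effect; nearly all actives have a fitted effect of over 55% in size; some results filed as inactive show a strong effect at the top dose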
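Steps: raffinose overnight preculture; dilution to OD 0.005 in 2% galactose minimal medium; compound addition (concentration series); 24hr at 30C, 99% humidity; absorbance read at 600 nm.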
GLP1R ag – activates the human GLP-1 receptor. P43220. HEK293 GLP-1R CRE-luciferase, luminescence, 4-6 h; cells express a hypersensitive GLP-1R form. actives 0.007% (n = 380,000). Potency, µM (top dose mostly 45.6 µM), without a hit: at the highest dose activation, hits mostly activators; note: potency is the fitted concentration of half-maximal effect; % of control where 0% means no effect
PTHR1 ag – activates the human parathyroid hormone receptor PTHR1; Q03431; HEK293 GP2 PTHR1 cells, GloSensor cAMP luminescence, 1 h; Potency, µM (highest dose often 115 µM), without a hit: at the top dose activation, hits mostly activators; actives 0.075% (n = 410,000); AID 743266; note: potency is the fitted concentration of half-maximal effect; nearly all actives have a fitted effect of over 55% in size; some results filed as inactive show a strong effect at the top dose; inactives centre near -15; many of its hits are not listed in these tables
Target sequence (Q03431 whole entry, looked up): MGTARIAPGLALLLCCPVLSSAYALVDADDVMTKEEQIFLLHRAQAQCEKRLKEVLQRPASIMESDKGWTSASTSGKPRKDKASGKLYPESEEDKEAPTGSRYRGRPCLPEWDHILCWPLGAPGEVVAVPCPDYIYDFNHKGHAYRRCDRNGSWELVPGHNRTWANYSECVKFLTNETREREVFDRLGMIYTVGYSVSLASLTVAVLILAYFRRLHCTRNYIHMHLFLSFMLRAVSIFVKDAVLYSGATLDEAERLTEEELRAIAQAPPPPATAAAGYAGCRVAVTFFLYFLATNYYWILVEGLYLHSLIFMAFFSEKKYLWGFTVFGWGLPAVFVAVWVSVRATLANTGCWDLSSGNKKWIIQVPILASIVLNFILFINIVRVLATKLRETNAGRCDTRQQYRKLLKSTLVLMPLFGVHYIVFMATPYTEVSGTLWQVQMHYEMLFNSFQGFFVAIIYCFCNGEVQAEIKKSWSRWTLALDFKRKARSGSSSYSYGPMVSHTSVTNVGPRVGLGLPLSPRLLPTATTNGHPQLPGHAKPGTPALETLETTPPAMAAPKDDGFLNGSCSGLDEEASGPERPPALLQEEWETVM
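HEK-293-derived GP2 cells expressing PTHR1 and a GloSensor cAMP reporter, 3,000/well, plated overnight, given luciferin plus IBMX (each 0.5 mM as added) for 1 h at 37 °C, then compound for 1 h at 37 °C. Luminescence was read after 15 min at room temperature.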
pAkt inh – Akt phosphorylation inhibition; AID 651550; Neuro2A IGF-stimulated pAkt S473 HTRF, 20 min; stronger effect = lower value; activity change, % for hits at 50 µM; actives 0.32% (n = 360,000); in the data active = activity change below about -80%; inconclusive = mostly about -51% to -80%; note: % is set by controls: 0 for no effect and ±100 for the full control effect
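Single-point screen (50 µM final compound) in Neuro2A cells stimulated 20 min with 6 nM IGF at 37 deg C. After lysis, Ser473-phosphorylated Akt read by HTRF (ex 330 nm, em 615/665 nm) as the 665/615 ratio.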
TDP-43 yeast inh – TDP-43 toxicity inhibition in yeast; TDP-43 expressing yeast growth rescue, BacTiter-Glo, 24 h; Potency, µM (top dose mostly 46.1 µM), for the others: at the top dose growth rescue (activation), actives largely listed as activators; actives 1.8% (n = 410,000); AID 652104; note: potency is the fitted concentration of half-maximal effect; % of control where 0% means no effect; nearly all actives have a fitted effect of over 50% in size
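In this qHTS, compounds that restore growth of yeast expressing TDP-43 appear as activators. Cells (OD600=0.02, galactose medium, raffinose-pregrown) are incubated with compound 24 hr at 30 deg C and growth is quantified by BacTiter-Glo.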
aSyn yeast inh – alpha-synuclein toxicity inhibition in yeast; actives 0.14% (n = 370,000); Potency, µM (doses to about 46.1 µM), without a hit: top-dose growth rescue (activation), most hits filed as activators; Yeast expressing alpha-synuclein, growth rescue, BacTiter-Glo, 24 h; note: potency is the fitted concentration of half-maximal effect; % of control where 0% means no effect; nearly all actives have a fitted effect of over 65% in size
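Rescue of yeast growth: cells expressing toxic alpha-synuclein, induced in galactose at OD600 0.02, incubated with compound 24 h at 30 C. ATP luminescence quantified growth; inhibitors of toxicity appear as activators.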
GLP1R inv ag – inverse agonists of human GLP-1 receptor; P43220; HEK293 GLP-1R CRE-luciferase, luminescence, 24 h; GLP-1R form is constitutively active; actives 1.6% (n = 410,000); Potency, µM (titrated, usually from 38.3 µM), without a hit: top-dose activity change, negative = inhibition, hits mostly inhibitors; note: potency is the fitted concentration of half-maximal effect; % is set by controls: 0 for no effect and ±100 for the full control effect; nearly all actives have a fitted effect of over 55% in size
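Inverse agonism was detected as reduced cAMP-driven luciferase luminescence after 24 h compound treatment. The cells were HEK293 clones expressing constitutively active human GLP-1R with the reporter. Reporter-only and GPR119 cell lines served as counterscreen controls.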
Abeta yeast res – A-beta toxicity reversal in yeast. Potency, µM (titrated, usually from 46.1 µM), for inactives: top-dose growth rescue, hits mostly activators. yeast expressing A-beta42, growth rescue, OD600, 48 h; response scale: 0% DMSO, 100% iron-clioquinol control. actives 0.063% (n = 410,000); note: potency is the fitted concentration of half-maximal effect; nearly all actives have a fitted effect of over 55% in size
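Growth rescue measured by 600 nm absorbance after 48 h yeast culture at 30 C with compound. Values normalized between DMSO and an equimolar ferric chloride plus clioquinol control.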
DRD3 antagonist – blocks the human D3 dopamine receptor. D3R cells, DiscoveRx beta-arrestin luminescence, antagonist mode; stronger effect = lower value. max response, negative = inhibition, %. actives 2.5% (n = 360,000); in the data active = max response below about -50%; inconclusive = no clear call, values can overlap the other calls; note: % is set by controls: 0 for no effect and ±100 for the full control effect; mostly tested at two doses, the higher about 12 µM
Target sequence (P35462 whole entry, looked up): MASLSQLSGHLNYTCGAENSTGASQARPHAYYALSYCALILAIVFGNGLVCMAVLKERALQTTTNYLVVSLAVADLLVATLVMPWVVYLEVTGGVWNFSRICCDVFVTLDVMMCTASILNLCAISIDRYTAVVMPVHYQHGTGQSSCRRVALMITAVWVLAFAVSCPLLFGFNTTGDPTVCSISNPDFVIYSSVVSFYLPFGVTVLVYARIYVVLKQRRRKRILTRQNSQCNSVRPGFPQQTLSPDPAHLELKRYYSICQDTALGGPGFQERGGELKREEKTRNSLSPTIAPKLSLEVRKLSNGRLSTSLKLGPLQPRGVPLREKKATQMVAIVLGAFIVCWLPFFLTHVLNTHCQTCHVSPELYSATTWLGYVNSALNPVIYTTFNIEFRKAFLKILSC
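Cells plated overnight at 1500 cells/well, then exposed to library compounds with dopamine controls for 90 minutes at 37 degrees C. DiscoveRx reagent added for 30–60 minutes at room temperature; luminescence read, quantitative HTS format.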
* hit, by the source's call; i = inactive; ? = inconclusive; / = no result given; & = joins results of further samples; [ ] = dose if it differs, or a comment. Unless noted, calls come from the whole dose curve; as a rule, active = well fitted curve in the direction sought with a large enough effect; inconclusive = small, poorly fitted or top-dose-only effect, or another doubt; inactive = no such curve, though single readings can be large; an effect the other way counts as inactive or inconclusive. Not all compounds are listed. The share of hits here may be higher or lower than overall.

SMILES	FUS yeast rescue	GLP1R ag	PTHR1 ag	pAkt inh	TDP-43 yeast inh	aSyn yeast inh	GLP1R inv ag	Abeta yeast res	DRD3 antagonist
O=c1[nH]sc2ccccc12	-4%	-2%	-13%	i	-88%[inhibitor]	0%	?	21%	?
COC(=O)c1cc(C(=O)OC)cc(N2C(=O)CN=C2Nc2nc(C)cc(C)n2)c1	-11%	0%	-2%[57.5 µM]	-80%*	-14%	-3%	2%	-6%	-6
CCOc1ccc2nc(N(CCCN(C)C)C(=O)c3ccc(S(=O)(=O)N4CCc5ccccc5C4)cc3)sc2c1	?	-6%	i	i	-30%[inhibitor]	-4%	-9%	7%	-1
O=C(COc1ccccc1F)NCC(c1ccc(F)cc1)N1CCOCC1 (configuration not stated)	-15%	-5%	-4%	i	8%	-4%	7%	-1%	-13
O=C1NC(=O)C2(N1)c1ccccc1-c1ccccc12	/	-2%	i	i	-4%	1%	1%	-7%	7
C=CCNC(=S)Nc1cccc2ccccc12	1%	0%	i	i	28%	-1%	-10%	7%	-5
Cc1c(Br)ccc(NC(=O)Cn2nc(-c3cccs3)ccc2=O)c1C	-20%	13%	i	i	7%	6%	12%	-12%	-1
CCn1c(SCC(=O)Nc2ccc(F)cc2)nc2ccccc2c1=O	-30%	-3%	i	i	9%	-5%	12%	-16%	2
O=C(NCc1ccccc1Cl)c1ccc(NC(=O)N2CCSc3ncccc32)cc1	3%	/	i	/	4%	/	10%	1%	/
CCOc1ccccc1C=NNC(=O)C1CC1	-7%	11%	i	i	-14%	-1%	-3%	-1%	0
Cc1cc(C)n(-c2ccc(C(=O)OCC(=O)Nc3ccccc3[N+](=O)[O-])cc2)n1	28%	3%	?	i	-10%	0%	-6%	10%	-5
CCOC(=O)N1CCN(C(=O)c2cccc(S(=O)(=O)Nc3ccc(Br)cc3)c2)CC1	21%	4%	-8%	i	-32%[inhibitor]	2%	-11%	11%	8
O=C(CN1CCC(c2nc3ccccc3[nH]2)CC1)NCc1ccc2c(c1)OCO2	-2%	12%	i	i	-11%	0%	5%	-8%	-16
CC(C)N1C(=O)c2ccccc2NC(=O)C1C(=O)NCc1ccccc1 (configuration not stated)	-10%	/	-3%	i	6%	2%	-3%	-10%	2
CCC(C)NC(=O)CN1C(=O)COc2ccc(S(=O)(=O)N3CCOCC3)cc21 (configuration not stated)	-2%&-31%	0%&-1%	-94%[inhibitor]	i	10%&-25%	-16%	17%&-4%	-10%&-16%	1
Cc1ccc(NC(=O)CN2CCN(C)CC2)cc1S(=O)(=O)N1CCOCC1	31%	-3%	i	i	-16%	2%	7%	-4%	1
Cc1cc(Nc2ccccc2)n(-c2ccc(Br)cc2)n1	9%	-11%	-59%[inhibitor][57.5 µM]	i	?	11%	?	-20%	16
CCCCC(=O)Nc1ccc(C(=O)N2CCC(C(=O)OCC)CC2)cc1	11%	0%	i	/	10%	/	6%	13%	-2
Cc1cc2ncc(S(C)(=O)=O)c(N)n2n1	-6%	5%	i	i	-17%	-11%	12%	-9%	5
COC(=O)CC1COc2ccccc2N1C(=O)/C=C/c1ccccc1 (configuration not stated)	20%	19%	-18%	i	?	11%	?	-7%	24

Pulled by structure from the list above (3):
SMILES	FUS yeast rescue	GLP1R ag	PTHR1 ag	pAkt inh	TDP-43 yeast inh	aSyn yeast inh	GLP1R inv ag	Abeta yeast res	DRD3 antagonist
CCC(C)NC(=O)CN1C(=O)COc2ccc(S(=O)(=O)N3CCOCC3)cc21 (configuration not stated)	-2%&-31%	0%&-1%	-94%[inhibitor]	i	10%&-25%	-16%	17%&-4%	-10%&-16%	1
CC(C)N1C(=O)c2ccccc2NC(=O)C1C(=O)NCc1ccccc1 (configuration not stated)	-10%	/	-3%	i	6%	2%	-3%	-10%	2
Cc1cc2ncc(S(C)(=O)=O)c(N)n2n1	-6%	5%	i	i	-17%	-11%	12%	-9%	5

More results
SMILES	FUS yeast rescue	GLP1R ag	PTHR1 ag	pAkt inh	TDP-43 yeast inh	aSyn yeast inh	GLP1R inv ag	Abeta yeast res	DRD3 antagonist
CC1CC(N(C(=O)c2ccccc2Cl)c2ccccc2)c2ccccc2N1 (configuration not stated)	1%	-10%	-7%	i	2%	-1%	?	1%	-9
CSc1nc2sccc2c(=O)[nH]1	4%	1%	-19%	i	-12%[9.22 µM]	0%	5%	-4%	13
C=CC[C@H]1CC(C)=C[C@H](CC=C)N1	-20%	9%	i	i	-21%	1%	14%	10%	0
COc1ccc(C(=O)COC(=O)C(C)N2C(=O)C3C4CCC(C4)C3C2=O)cc1 (configuration not stated)	-10%	12%	-5%	i	11%	9%	-14%	0%	3
COC(=O)Oc1c(Br)c(=O)oc2ccccc12	13%	-8%	-8%[57.5 µM]	i	3.5µM*	12%	1%	-5%	-82*
Cc1ccc(C)c(OCC(O)CNC2CCCC2)c1 (configuration not stated)	-9%	-1%	i	i	12%	0%	?	-13%	71
CCC(=O)N1CCN(c2ccccc2NC(=O)c2ccc(-c3cccc([N+](=O)[O-])c3)o2)CC1	7%	26%	-19%	i	4%	-2%	21%	-4%	11
Cc1ccc(S(=O)(=O)N2CCN(CC(=O)N/N=C/c3ccccc3OCC(=O)O)CC2)cc1	15%	3%	-5%	i	-24%	1%	4%	-12%	-13
CC(=O)Nc1cc2c(cc1NC(=O)Cn1nc(-c3ccccc3)ccc1=O)OCCO2	8%	-1%	-15%	i	-3%	-1%	?	2%	11
CCC1COCCS(=O)(=O)N1Cc1cccc(C(F)(F)F)c1 (configuration not stated)	1%	-1%	i	i	35%	0%	-9%	10%	-25
Cc1ccccc1OCC(=O)Nc1ccccc1C(=O)OCc1cc(=O)n2nc(C3CC3)sc2n1	-21%	/	-12%	/	9%	/	0%	-17%	/
COC(=O)[C@H](Cc1c[nH]c2ccccc12)NC(=O)Nc1ccccc1OC	-10%	-5%	i	i	10%	5%	3%	9%	16
COc1ccc(/C=C/C(=O)OCC(=O)NC2CCCCCC2)cc1	1%	-4%	-21%	i	?	0%	-20%	8%	0
Nc1c(C(=O)N2CCCCC2)sc2nc3c(cc12)CCCC3	24%	11%	-13%	i	24%	-1%	5%	-2%	2
CN1CCN(NC(=O)c2ccc(Cl)c(S(=O)(=O)Nc3ccc(Cl)cc3)c2)CC1	-17%	8%	-4%	i	4%	1%	13%	2%	-25
Cc1ccccc1NC(=O)COC(=O)c1ccc(S(C)(=O)=O)c([N+](=O)[O-])c1	12%	-5%	-94%[inhibitor]	i	16%	-5%&-14%	?	-15%	-98*
COCCN(CCOC)Cc1cc(=O)oc2cc(C)c(Cl)cc12	-1%	12%	-26%	i	16%	0%	15%	-9%	5
COc1ccc(CCNC(=O)C/C(C)=N/NC(=O)C(c2ccccc2)c2ccccc2)cc1OC	13%	15%	i	i	-4%	-2%	2%	-5%	-2
COc1ccc(/C=N/NC(=O)CNC(=O)/C=C/c2ccccc2OC)cc1	28%	5%	7%	i	1%	-1%	-9%	-3%	-18
C=C[C@@H]1c2cccc(C)c2N(S(=O)(=O)c2ccc(C)cc2)[C@H](c2ccccc2)C1(C#N)S(=O)(=O)c1ccccc1 (some centres not stated)	?	4%	i	i	25%	0%	-4%	3%	11
CC(=O)NC(NC(C)=O)c1ccc(Br)cc1	/	0%	11%	i	-7%	1%	15%	-19%	-18
CCOC(=O)c1c(C)[nH]c(C)c1S(=O)(=O)N1CCC(C(=O)NCc2ccccc2Cl)CC1	24%	/	?	/	11%	/	12%	-9%	/
CCOC(=O)[C@H]1[C@H]2COc3ccc(Br)cc3[C@@H]2N2C(=O)CN(Cc3ccco3)C(=O)[C@@]12C	?	-2%	i	i	3%	21%	-27%	7%	-2
Cc1ccc(S(=O)(=O)N2[C@@H](c3cccc(C)c3)C(C(=O)O)=C[C@H]2C(C)(C)C)cc1	7%	-3%	-5%	i	26%	-8%	-19%	-7%	8
COC(=O)c1cnn(-c2nc(OC)cc(OC)n2)c1C	/	-1%	-20%	i	5%	8%	-1%	-4%	-25
CCOc1ccc(OCCC(=O)OCC(=O)Nc2cccc(S(=O)(=O)N3CCCCC3)c2)cc1	38%	-2%	-32%[inhibitor]	i	15%	-7%	0%	-2%	-4
O=C(/C=C/c1ccc(OCc2cccc(Cl)c2)cc1)N1CCOCC1	41%	3%	-21%	i	-11%[0.397 µM]	5%	6.3µM*	16%	18
Cc1ccc(Cn2c(/C=C/c3ccco3)nc3ccccc32)cc1	/	7%	-27%	i	?	12%	11µM*	7%	-5
CCSc1nc2sc3c(c2c(=O)n1-c1ccccc1)CCN(C)C3	11%	16%	i	i	6%	3%	?	-21%	3
CC(C)(C)c1ccc(OCCOCCn2c(-c3ccc(Cl)cc3)nc3ccccc3c2=O)cc1	33%	/	-1%	/	16%	/	6%	-3%	/
COC(=O)C1=C(C(=O)OC)C2(OC1c1ccc(Br)cc1)C(=O)c1ccccc1C2=O (configuration not stated)	17%	-3%	-6%	i	8%	6%	-10%	16%	-20
CC(=O)NCC(=O)OCc1ccc([N+](=O)[O-])cc1	/	10%	-16%	i	-12%	2%	13%	1%	-6
O=C1NC[C@@H](CCCCN2C[C@H](Cc3ccccc3)N(CCC3CCCCC3)C(=O)C2=O)N(CC2CCCCC2)C1=O	10%	-3%	-21%	i	15%	4%	9%	-12%	6
CCOC(=O)CNC(=O)N1CCc2cc(S(=O)(=O)N3CCC(C)CC3)ccc21	8%	/	i	/	28%	/	4%	-26%	/
O=C(O)/C(=C\c1ccc(Cl)c([N+](=O)[O-])c1)c1ccc(S(=O)(=O)N2CCCC2)s1	-2%	-4%	i	i	3%	-2%	2%	12%	-5
O=C(NCCNC(=O)c1ccccn1)c1cccc(F)c1	15%	2%	i	i	-25%	-6%	14%	-5%	-23
COc1ccc2[nH]c(=O)c(CN(c3ccccc3OC)S(=O)(=O)c3ccccc3)cc2c1	1%	13%	i	i	5%	-3%	4%	-7%	51
